Source: PubChem
DT40 TDP1 no CPT – qHTS for Inhibitors of human tyrosyl-DNA phosphodiesterase 1 (TDP1): qHTS in cells in absence of CPT; AID 686978, 2013; actives 15% (n = 420,000); DT40 Tdp1-/- hTDP1 cells, no CPT, ATP luminescence, 48 h; Potency, µM (series often up to 46.2 µM), inactives show at the top dose activity change, negative = growth inhibition, usual class: inhibitors; also: nearly all actives have a fitted effect of over 55% in size
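Growth of hTDP1-complemented DT40 Tdp1-knockout cells is measured by ATP luminescence after at least 48 hr compound exposure at 37 °C, with DMSO substituting for the 20 nM CPT used in the parallel screen.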
TDP1 inh – TDP1 (human) enzyme inhibition | recombinant TDP1, AlphaScreen DNA substrate cleavage | Q9NUW8 | actives 0.28% (n = 350,000) | Potency, µM (series often up to 130 µM), without a hit: at the highest dose activity change, negative = inhibition, usual class: inhibitors; also: nearly all actives have a fitted effect of over 40% in size
Target sequence (Q9NUW8 whole entry, looked up): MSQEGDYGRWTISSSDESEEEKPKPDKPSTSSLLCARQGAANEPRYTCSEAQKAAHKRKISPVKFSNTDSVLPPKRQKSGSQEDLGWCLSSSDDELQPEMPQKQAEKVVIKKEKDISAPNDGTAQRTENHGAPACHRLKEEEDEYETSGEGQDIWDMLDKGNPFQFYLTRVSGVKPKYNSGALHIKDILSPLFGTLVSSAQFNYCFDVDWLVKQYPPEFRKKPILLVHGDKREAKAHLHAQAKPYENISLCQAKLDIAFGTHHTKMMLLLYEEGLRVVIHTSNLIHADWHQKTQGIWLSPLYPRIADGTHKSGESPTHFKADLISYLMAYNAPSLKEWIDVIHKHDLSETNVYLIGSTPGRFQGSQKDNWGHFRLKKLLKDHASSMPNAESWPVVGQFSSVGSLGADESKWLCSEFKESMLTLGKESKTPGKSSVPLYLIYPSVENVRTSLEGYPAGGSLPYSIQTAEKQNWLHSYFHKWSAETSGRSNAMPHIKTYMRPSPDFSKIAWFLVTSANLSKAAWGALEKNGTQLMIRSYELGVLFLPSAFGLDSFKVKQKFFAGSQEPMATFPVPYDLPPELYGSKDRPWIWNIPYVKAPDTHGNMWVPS
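E. coli-derived human Tdp1, 1 nM final. Cpd preinc 15 min RT; substrate 15 nM final, 5 min RT; AS bead mix 10 ug/ml final, 10 min RT. Signal loss = tyrosine-FITC cleavage. No-enzyme wells = max signal.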
DT40 TDP1 CPT – growth inhibition of DT40 Tdp1-/-;hTDP1 cells with camptothecin (screen for TDP1 inhibitors); chicken DT40 Tdp1-/-;hTDP1 cells + 20 nM CPT, ATP luminescence, 48 h; Potency, µM (top dose mostly 46.2 µM), for the others: top-dose activity change, negative = growth inhibition, usual class: inhibitors; actives 12% (n = 420,000); AID 686979; also: nearly all actives have a fitted effect of over 55% in size
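Chicken DT40 Tdp1-/- cells stably complemented with human TDP1 were seeded at 400 cells/well in medium containing 20 nM camptothecin, exposed to pin-transferred compounds, and grown at 37 °C for at least 48 hr. Viability was read as ATP luminescence.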
The depositor's hits bear a star; u = inconclusive; x = not tested or not shown; & = joins results of further samples; [ ] = remark or other dose. Calls follow the shape of the dose curve; as a rule, active = well fitted curve in the direction sought with a large enough effect; inconclusive = small, poorly fitted or top-dose-only effect, or another doubt; inactive = no such curve, though single readings can be large; an effect the other way counts as inactive or inconclusive. % is scaled to controls: 0 for no effect and ±100 for the full control effect; potency is read from the fitted curve at half-maximal effect.

Start of the data: the first 3 entries, ahead of the listing:
mol | DT40 TDP1 no CPT | TDP1 inh | DT40 TDP1 CPT
CC(C)c1onc(C(=O)N2CCN(C(c3ccccc3)c3ccccc3)CC2)c1[N+](=O)[O-] | u | 3% | u
CCOC(=O)C1CCCN1C(=O)c1ccc(OC)c(Br)c1 (centres undefined) | -10% | -2% | -15%
O=C(Nc1cccc(-c2nc3ccccc3s2)c1)c1cccs1 | u | 5% | u

The listing, previewed entries included:
mol | DT40 TDP1 no CPT | TDP1 inh | DT40 TDP1 CPT
CC(C)c1onc(C(=O)N2CCN(C(c3ccccc3)c3ccccc3)CC2)c1[N+](=O)[O-] | u | 3% | u
CCOC(=O)C1CCCN1C(=O)c1ccc(OC)c(Br)c1 (centres undefined) | -10% | -2% | -15%
O=C(Nc1cccc(-c2nc3ccccc3s2)c1)c1cccs1 | u | 5% | u
CSCC(=O)NC1CCCN(C2Cc3ccccc3C2)C1 (centres undefined) | -3% | x | 0%
CSc1ncnc2c1ncn2CCCNCC1CCCO1 (centres undefined) | 4% | x | 7%
COc1ccc(C(=O)C2CCCN(C(=O)Cn3nc(C)cc3C)C2)cc1F (centres undefined) | 12% | x | -12%
C=CCNC(=O)c1ccc(-c2nc(-c3ccc(Cl)cc3Cl)cs2)cc1 | u | 8% | u
CCOC(=O)C1(C)CCN1C(=O)c1ccc(-c2ccccc2)cc1 (centres undefined) | 15µM* | x | -82%
CCN1C(=O)/C(=C\c2nc3ccccc3c(=O)n2-c2ccccc2)c2ccccc21 | 8.2µM* | 2% | 13µM*
CC(C)c1ccc(NC(=O)C2Cc3ccccc3N2C(=O)c2ccccc2)cc1 (centres undefined) | 5.8µM* | 4% | 18µM*
CN(C)c1nc2cc(Cl)ccc2cc1CN(Cc1ccc2c(c1)OCO2)C(=O)c1ccoc1 | -28% | x | 15%[9.04 µM]
CC(C(=O)Nc1ccccc1C(F)(F)F)n1nc(-c2ccccc2)c2c(c1=O)CCCC2 (centres undefined) | 16µM* | 0% | u
O=[N+]([O-])c1ccc(S(=O)(=O)N2CCN(C3CCN(Cc4ccccc4)CC3)CC2)cc1 | u | x | -30%
CCn1c(CSc2nc3ccccc3s2)nnc1SCC(N)=O | 1% | 0% | -3%
COc1ccc(NS(=O)(=O)c2cccc(NC(=O)c3cnccn3)c2)cc1Br | 18µM* | -1% | 16µM*
COc1ccc(CC(=O)Oc2ccc(C)cc2Br)cc1S(=O)(=O)N1CCOCC1 | 0% | 1% | 11%
C=CCNc1nc(-c2sc(NC(=O)C(C)(C)C)nc2C)c(-n2cc(-c3ccccc3)nn2)s1 | 15µM* | x | 21µM*
O=C(CNC(=O)c1nc[nH]c1C(=O)N1CCc2ccccc2C1)OCc1ccccc1 | -24% | x | u
COc1ccc(C(O)c2nc(-c3ccc(F)cc3OC)cs2)cc1 (centres undefined) | u | x | 26µM*
CCCCn1c(N)c(N(CCOC)C(=O)c2ccc3c(c2)C(=O)N(c2ccccc2C)C3=O)c(=O)[nH]c1=O | -4% | x | -8%
C=CCc1c(O)c(CC)cc2c(C)cc(=O)oc12 | 7% | x | 24%
O=C(CN1CCCCCC1)Nc1ccc(S(=O)(=O)N2CCOCC2)cc1 | -4% | 2% | 10%
CCOC(=O)Cc1csc(NC(=O)C(C)c2ccc([N+](=O)[O-])cc2)n1 (centres undefined) | -15% | 5% | u
Clc1ccc(CSc2nc3ccncc3[nH]2)cc1 | u | 1% | u
N#Cc1ccccc1OCC(=O)N1CC(=O)Nc2ccccc21 | -4% | x | -4%
CCCCn1c(N)c(N(CCOC)C(=O)CCS(=O)(=O)c2ccc(Cl)cc2)c(=O)[nH]c1=O | 3% | 1% | -9%
CN(C)Cc1c(C(=O)N/N=C/c2ccco2)nnn1-c1nonc1N | 7% | 1% | 8%
COc1ccc(OC2CCN(S(=O)(=O)c3ccc(OC)cc3)CC2)cc1 | u | 2% | u
O=C(N/C(=N\O)c1ccccc1)Nc1ccc(Cl)cc1 | -21% | 0% | -11%
O=C(Cn1nnc(-c2cccc(C(F)(F)F)c2)n1)NCc1ccc(F)cc1 | -28% | 5% | -24%
O=C(N/N=C/c1cccc(O)c1)c1ccc(COc2cccc3cccnc23)cc1 | u | 3% | -30%
COc1cccc(/C=N/NC(=O)CCc2c(C)n[nH]c2C)c1O | u | 5% | u
Cc1cnc(C(=O)N(c2ccc(N3CCOCC3)cc2)C2C(=O)Nc3ccccc3N=C2c2ccc(F)cc2)cn1 (centres undefined) | u | x | -7%
O=C(N/N=C/c1ccc(Cl)cc1Cl)c1cccc(F)c1 | -20% | -1% | u
O=C(Nc1ccc(Cl)cn1)C1CCN(c2ncnc3c2nc2n3CCCCC2)CC1 | 16µM* | 1% | u
CCOC(=O)c1c(N)n(-c2ccc(CC)cc2)c2nc3ccccc3nc12 | u | x | 23µM*
CCCC12CN3CC(C)(CN(C1)C3c1ccc(OCc3ccccc3)cc1)C2=O (centres undefined) | u | -7% | u
Clc1ccc(Oc2cccc(/C=N/n3cnnc3)c2)cc1 | u | 3% | u
Cc1cc2oc(=O)ccc2cc1[N+](=O)[O-] | -7% | x | -2%
Cc1cc2cc(C)c3nnc(SCC(=O)N4CCN(C(=O)c5ccco5)CC4)n3c2cc1C | 12µM* | x | u

Record cards (already shown):
O=C(Nc1ccc(Cl)cn1)C1CCN(c2ncnc3c2nc2n3CCCCC2)CC1 is listed as DT40 TDP1 no CPT: 16µM*; TDP1 inh: 1%; DT40 TDP1 CPT: u
Cc1cc2cc(C)c3nnc(SCC(=O)N4CCN(C(=O)c5ccco5)CC4)n3c2cc1C is listed as DT40 TDP1 no CPT: 12µM*; TDP1 inh: x; DT40 TDP1 CPT: u

Additional compounds follow.
mol | DT40 TDP1 no CPT | TDP1 inh | DT40 TDP1 CPT
COc1ccccc1N1CCN(C(=O)c2cccc(S(=O)(=O)N3CCCCCC3)c2)CC1 | 18µM* | 1% | u
COc1ccccc1-c1csc(C(O)c2cccc(Cl)c2)n1 (centres undefined) | u | x | 21µM*
Cc1nnc(NC2=NCCC2)s1 | -14% | -4% | -9%
O=C(CN1C(=O)S/C(=C\c2cccs2)C1=O)Nc1ccc(C(=O)O)c(O)c1 | -17% | 8% | -5%
O=[N+]([O-])c1ccc(Nc2c3ccccc3nc3ccccc23)cc1 | u | 10% | u
C=CCOC(=O)c1ccccc1C(=O)OCC1CO1 (centres undefined) | u | x | u
COCCSc1nc2c(c(=O)[nH]c(=O)n2C)n1Cc1cccc(C)c1 | u | 0% | u
COc1ccc2nc(NC(=O)Nc3cccc4ccccc34)sc2c1 | 18µM* | 2% | u
COCCCNC(=O)/C(C#N)=C/c1c(N2CCN(c3ccccc3)CC2)nc2ccccn2c1=O | 15µM* | x | u
CCOC(=O)C1CCCN(C(=O)CNC(=O)c2nn(-c3ccc(OC)c(Cl)c3)c(=O)c3ccccc23)C1 (centres undefined) | u | 0% | u
Cc1ccc(CN2CCC(CNC(=O)c3ccc(NC(=O)C4=CSCCO4)cc3)CC2)cc1 | -25% | 2% | -20%
CC(OC(=O)c1cc2ccccc2o1)C(=O)Nc1ccc(N2CCOCC2)cc1 (centres undefined) | -13% | 1% | -2%
Cn1c(CC(=O)NNC(=O)c2ccccc2[N+](=O)[O-])nc2ccccc21 | -7% | 0% | 9%
COc1ccccc1C(=O)NC(CCSC)C(=O)NCCCn1nc(C)cc1C (centres undefined) | -6% | x | -6%
O=C(Cc1cccs1)NC(Cc1c[nH]c2ccccc12)C(=O)O (centres undefined) | 5% | 10% | 1%
COc1cccc(N2CCN(S(=O)(=O)c3ccc(-c4ccno4)cc3OC)CC2)c1 | u | 9% | u
COCCN(CCNC(=O)c1ccc(NC2=NC3CS(=O)(=O)CC3S2)cc1)Cc1ccco1 (centres undefined) | 5% | x | 3%
COc1ccc(S(=O)(=O)N2CCOCC2)cc1NC(=O)CC(C)c1ccccc1 (centres undefined) | 21µM* | 1% | -25%
CCOC(=O)c1c(C)oc2c1c(C=NCc1ccccn1)c(O)c1ccccc12 | 1.2µM* | 13% | 0.92µM*
CSc1cccc(N2C(=O)C3CCCN3C2=S)c1 (centres undefined) | -20% | x | 10%
CCOc1ccc(NC(=O)CSc2nnc(-c3ccco3)n2C)cc1 | -2% | -4% | 7%
COc1ccc(Br)cc1CNC(=O)c1ccc2c(c1)nc1n2CCCCC1 | 16µM* | 3% | u
O=C(Nc1ccnn1C1CCN(C(=O)Cc2cccc(Cl)c2)CC1)C1CC1 | 1% | 4%[56.1 µM] | -3%
O=C(N/N=C/c1ccco1)c1cc(C2CC2)[nH]n1 | 3% | 4% | 8%
CCOC(=O)C(=O)C1=CN(Cc2ccccc2)C=C(C#N)C1 | -4% | 3% | 0%
COc1ccc(CCc2nnc(CCC(=O)NCc3cnn(-c4ccccc4C)c3)o2)cc1 | 0% | -1% | -1%
CC(C)(C)c1ccc(S(=O)(=O)N2CCN(CCC#N)CC2)cc1 | -17% | 3% | -11%
CCC1([N+](=O)[O-])COC(c2ccc(C)cc2)OC1 (centres undefined) | -4% | x | -10%
CCOc1ccc(Cl)cc1/C=C1/C(=O)ON=C1C | u | x | u
CCN(CC)CCNC(=O)c1cn(CC)c2ccc(S(=O)(=O)N(C)C3CCCCC3)cc2c1=O | 8%&-27% | 2%&-2% | -21%&-9%
C=CCN1C(=O)CSc2ccc(C(=O)NC3CCCCC3)cc21 | u | 1% | u
COc1ccccc1/C=N/NS(=O)(=O)c1ccccc1 | -29% | x | -19%

Three entries picked at random from the list so far:
mol | DT40 TDP1 no CPT | TDP1 inh | DT40 TDP1 CPT
CCOC(=O)C(=O)C1=CN(Cc2ccccc2)C=C(C#N)C1 | -4% | 3% | 0%
CCN(CC)CCNC(=O)c1cn(CC)c2ccc(S(=O)(=O)N(C)C3CCCCC3)cc2c1=O | 8%&-27% | 2%&-2% | -21%&-9%
C=CCN1C(=O)CSc2ccc(C(=O)NC3CCCCC3)cc21 | u | 1% | u

Next results
mol | DT40 TDP1 no CPT | TDP1 inh | DT40 TDP1 CPT
Cc1ccc(CN(Cc2ccco2)C(=O)COc2ccc(Cl)cc2Cl)cc1 | 18µM* | 2% | u
Cc1c(S(=O)(=O)Nc2ccc3c(c2)OCCO3)cnn1C | -7% | 3% | 10%
Cc1cc(-n2c(C)cc(C(=O)CN3C(=O)NC4(CCCCC4C)C3=O)c2C)no1 (centres undefined) | u | 6% | -19%
Cc1ccc(COc2ccc(Br)cc2/C=N/O)cc1 | u | 0% | -9%
CCCN1C(=O)/C(=C/c2ccc(C)s2)NC1=S | -7% | 0% | 26µM*
Cc1cccc(-n2nnnc2SCn2nnc3ccccc3c2=O)c1 | u | -4% | u
CCOC(=O)c1c(C)n(-c2ccc(OC)cc2)c2ccc(O)c(CN(C)C)c12 | 16µM* | x | 26µM*
Cc1ccc(OCC(=O)Nc2ccc3c(c2)C(=O)N(CCC(=O)O)C3=O)cc1 | 1% | 4% | 15%
Cc1ccc(Nc2nc(CSc3nnc(-c4ccc(F)cc4)n3C)cs2)cc1 | u | 6% | 15µM*
Cc1c(C(=O)Nc2cccc(Cl)c2)oc2ccc(S(=O)(=O)N3CCC4(CC3)OCCO4)cc12 | 18µM* | 4% | 9.2µM*
C=CCSc1nnc2c(n1)OC(C)=Nc1ccc(Br)cc1-2 | -9% | -1% | -21%
C=CCOc1ccc(-c2n[nH]c(=S)o2)cc1 | 2% | 2% | 6%
CC(=O)NC1C(OCc2cccc(Br)c2)OC(COC(C)=O)C(OC(C)=O)C1OC(C)=O (centres undefined) | -28% | -5% | 2%
O=C(CSc1nnc(CNC(=O)c2ccccc2F)o1)NC1CCCC1 | 13% | 2% | -1%
O=C(Nc1ccc(S(=O)(=O)NCc2cccnc2)cc1)c1ccco1 | u | 6% | u
C=CCn1c(O)c(N=NC(=O)CNC(=O)c2cccs2)c2ccccc21 | u | 4% | u
Cc1nn(C)cc1CN(C)S(=O)(=O)c1cccc([N+](=O)[O-])c1 | u | 3% | u
CC1(C)CC(=O)c2cc(OCC(=O)N3CCN(c4ccccc4F)CC3)ccc2O1 | -16% | -3% | -15%
Cc1cccc(NC(=O)CSc2nnc(CN3CCOCC3)n2C)c1C | -3% | 0% | u
FC(F)(F)c1cccc(CNC2CCN(Cc3ccccc3)CC2)c1 | -88% | x | u
CCOC(=O)N1CCC(NC(=O)Cc2cn(C)c3ccccc23)CC1 | -11% | 2% | -6%
CCCNC(=O)CCn1c(-c2ccc(C)cc2)cc(C(=O)OCC)c1C | u | 2% | u
O=C(NC1CCCCC1)C(CCc1ccccc1)n1c(=O)c(-c2ccccc2)nc2ccccc21 (centres undefined) | -29% | x | u
CSCCC(c1nc2ccccc2[nH]1)n1c(-c2ccc(C)cc2)nc2ccccc21 (centres undefined) | u | x | u
COc1cc(/C=C/C(=O)OCC(=O)NCCN2C(=O)CSC2=O)ccc1OCC#N | 12% | 1% | 2%
CCCCN1C(Nc2ccccc2)=NC[C@@H]1CC(C)C | u | -6% | u
